Screening results as filed in PubChem BioAssay.
GSK3A inh: human GSK-3 alpha kinase inhibition | hit rate 0.1% among 320,000 | inhibition, % at 10 µM | ADP-Glo luminescence, 60 min | P49840;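 in the data active = inhibition above about 50%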;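 also: GST-tagged GSK-3 alpha with peptide substrate and 25 µM ATP; 0% = DMSO neutral wells and 100% = GW8510 positive control wells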
HSF1 activator: increases HSF-1 driven luciferase reporter signal; NIH3T3-HGL HSF-1 luciferase reporter, MG132, 8 h; 100% = twice DMSO control signal; activation, % at 9 µM; hit rate 1.7% among 300,000; AID 504408;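 active = mean replicate activation of at least 50% with a set share of replicates each reaching 50%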;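 also: 0% = median of the neutral control wells and 100% = twice that signal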
GSK3beta inhib: human GSK3beta kinase inhibition; hit rate 0.038% among 300,000; activity score (negative = inhibition), % at 10 µM; GST-GSK3beta kinase, ADP-Glo luminescence, 60 min; stronger effect = lower value;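 active = more than half of replicate wells score below -50%, meaning over 50% inhibition versus plate controls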;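 also: 0% = median DMSO wells and -100% = median GW8510 positive control wells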
Target sequence (P49841 whole entry, looked up): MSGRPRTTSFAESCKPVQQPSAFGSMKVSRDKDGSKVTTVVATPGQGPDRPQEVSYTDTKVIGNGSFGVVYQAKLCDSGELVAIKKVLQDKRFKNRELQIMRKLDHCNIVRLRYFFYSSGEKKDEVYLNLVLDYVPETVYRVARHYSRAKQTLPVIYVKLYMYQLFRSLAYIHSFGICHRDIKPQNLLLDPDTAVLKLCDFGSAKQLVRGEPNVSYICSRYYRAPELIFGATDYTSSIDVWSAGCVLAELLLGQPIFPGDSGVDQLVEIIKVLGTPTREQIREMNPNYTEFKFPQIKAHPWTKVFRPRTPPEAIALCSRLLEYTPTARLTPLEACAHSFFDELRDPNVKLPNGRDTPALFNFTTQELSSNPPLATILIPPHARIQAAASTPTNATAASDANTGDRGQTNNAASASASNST
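Assay system: GST-fused GSK3beta enzyme, cell-free / Medium: Tris pH 7.5 buffer with MgCl2, DTT, BSA, heparin / Also added: peptide substrate plus 25 µM ATP (final) / Compound: 10 µM single point / Timing: kinase reaction with compound 60 min at room temperature / Detection: ADP-Glo luminescence / Benchmarks: DMSO neutral wells and GW8510 at 20 µM as positive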
HSF1 inh: HSF1 inhibition; AID 2098; hit rate 0.77% among 300,000; NIH3T3-HGL HSE-luciferase, MG132-induced, luminescence 8 h; stronger effect = lower value; activity change, negative = inhibition, % at 7.5 µM (by protocol);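 active = more than half of replicate wells show activity change below -50%, luminescence cut by over half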;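 also: luciferase reports HSF-1 transcriptional activity via heat shock element; 0% = median of DMSO wells and -100% = zero luminescence signal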
HDAC3 inhib: inhibitors of human histone deacetylase 3 | hit rate 0.15% among 320,000 | inhibition, % at 8.3 µM | O15379 | recombinant HDAC3, fluorogenic peptide/trypsin coupled, fluorescence | AID 2718; in the data active = inhibition above about 26%, passing the limit was not always enough
Target sequence (O15379 whole entry, looked up): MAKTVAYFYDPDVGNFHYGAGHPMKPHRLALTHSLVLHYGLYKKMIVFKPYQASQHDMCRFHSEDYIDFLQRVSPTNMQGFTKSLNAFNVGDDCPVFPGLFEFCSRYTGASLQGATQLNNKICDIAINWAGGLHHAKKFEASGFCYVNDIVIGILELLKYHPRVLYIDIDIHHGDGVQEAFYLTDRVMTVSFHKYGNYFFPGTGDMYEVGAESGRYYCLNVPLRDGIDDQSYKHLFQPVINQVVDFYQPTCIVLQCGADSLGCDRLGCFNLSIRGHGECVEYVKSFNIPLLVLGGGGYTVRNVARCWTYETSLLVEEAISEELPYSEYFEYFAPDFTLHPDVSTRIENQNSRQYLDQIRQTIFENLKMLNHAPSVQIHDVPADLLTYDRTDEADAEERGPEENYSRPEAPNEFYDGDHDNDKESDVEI
Dyrk1A ADPGlo: Dyrk1A (rat) kinase inhibition; hit rate 0.43% among 310,000; inhibition, % at 12.5 µM; Q63470; ADP-Glo luminescence, NFATc1 peptide; AID 504441; in the data active = inhibition above about 50%;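 also: plate controls were vehicle with enzyme for no effect and no enzyme for full effect; many of its hits are not listed in these tables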
AI-2 QS mod: modulates the Vibrio harveyi AI-2 quorum sensing system. activity change, % at 7.5 µM. Vibrio harveyi JMH597 AI-2 luminescence/OD600 ratio, 9 h; stronger effect = lower value; strain lacks LuxN and CqsS sensors; 0 = neutral-control median. AID 2094. hit rate 0.4% among 300,000; in the data active = activity change below about -75%, passing the limit was not always enough;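 also: luminescence divided by OD600 gain over 9 h not by final OD600 alone; inactives centre near 13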
PolyA inhibitor: inhibitors of polyadenylation in S. cerevisiae; calls only at 12 µM; hit rate 0.02% among 300,000; S. cerevisiae SKY197-pL101 polyadenylation reporter, beta-gal luminescence; efflux-impaired pdr1/pdr3 knockout yeast; score 100 = 6 SD above DMSO;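 active = lowest replicate activity score at least 50, where 100 means six control SD above control mean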;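 also: yeast exposed to compound for 9 h at 30 °C; higher score means more reporter readthrough which indicates perturbed polyadenylation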
Platelet DG rel: platelet dense granule release activity. human platelet-rich plasma, SFLLRN dense granule ATP release, luminescence. inhibition, %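 (compounds screened at 7.5 µM in platelet-rich plasma)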. hit rate 0.22% among 300,000;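 active = mean replicate score, as percent of positive control, at or above 50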
HSP90 refold inh: inhibitors of HSP90 luciferase refolding in rabbit reticulocyte lysate. hit rate 0.91% among 290,000. luciferase refolding luminescence, 3 h. inhibition, % at 5.6 µM;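 active = inhibition above the screen-wide mean plus 3 SD, computed separately per campaign, cut at about 16% in these data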;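 also: 0% = DMSO wells and 100% = 60 µM geldanamycin wells; inhibitors lower the luminescence because luciferase stays unfolded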
The depositor's hits bear a star; i = inactive; . = not tested or not shown.

SMILES	GSK3A inh	HSF1 activator	GSK3beta inhib	HSF1 inh	HDAC3 inhib	Dyrk1A ADPGlo	AI-2 QS mod	PolyA inhibitor	Platelet DG rel	HSP90 refold inh
Cc1ccc(S(=O)(=O)c2c(N)n(NC(=O)C3CC3)c3nc4ccccc4nc23)cc1	0	13	1	2	-93	-6	4	i	7	-3
COc1ccc(CCNC(=O)C(=O)NN=C2CCCCCCC2)cc1OC	5	6	11	-2	-14	-15	15	i	-2	-2
O=C(NC(=S)NC1CCS(=O)(=O)C1)c1cccc([N+](=O)[O-])c1 (centres undefined)	-3	0	3	-5	-2	-3	31	i	-6	2
CCOC(=O)N1CCN(Cc2nc(CC3CC3)no2)CC1	0	18	5	10	0	0	17	i	-2	-4
COc1cc(/C=C2/C(=O)N(c3ccc(C)c(C)c3)N=C2C)cc([N+](=O)[O-])c1O	-1	15	-4	-6	3	0	-9	i	-8	4
COC(=O)c1ccc2c(c1)C(=O)N(C1CCCCC1)C2=O	-5	-6	4	-8	-4	2	9	i	-5	3
CCN(CC)C(=O)CSc1nc(N)c2c3c(sc2n1)CC(C)CC3 (centres undefined)	-7	26	0	19	9	-4	33	i	0	-1
OCCNNC(=S)NC1CC2C=CC1C2 (centres undefined)	0	46	-2	8	2	-3	-2	i	-3	-1
O=C1N=c2ccccc2=C1c1sc(=S)n(-c2ccc(O)cc2)c1O	-3	-6	2	-1	-13	-5	11	i	-1	0
COc1ccc(C(=O)Nc2n[nH]c(-c3ccncc3)n2)cc1	-6	-5	3	2	1	11	31	i	1	0
COc1ccc(C(=O)Nc2nnc(Cc3cccs3)s2)cc1OC	-3	5	-2	-3	-4	4	-1	i	0	3
COC(=O)[C@@H]1C2CCC(C(=O)Nc3ccccc3)(CC2)[C@@H]1C(=O)OC	0	-2	1	0	5	-1	19	i	12	0
CCOC(=O)C1CCN(Cc2nc3ccccc3c(=O)n2-c2ccc(OCC)cc2)CC1	.	12	-3	-3	.	-2	14	i	2	1
O=C(NC1(C(F)(F)F)NC(=O)N(Cc2cccnc2)C1=O)c1ccncc1 (centres undefined)	2	.	-2	.	3	4	9	i	-3	9
COc1ccc(S(=O)(=O)N2CCC(C(=O)NCCC(=O)NCc3ccccc3OC)CC2)cc1	-3	2	4	-2	-2	-2	11	i	7	-3

Single values from above.
Reading for COc1cc(/C=C2/C(=O)N(c3ccc(C)c(C)c3)N=C2C)cc([N+](=O)[O-])c1O in HSF1 inh: -6
Reading for CCN(CC)C(=O)CSc1nc(N)c2c3c(sc2n1)CC(C)CC3 (centres undefined) in HDAC3 inhib: 9

Further entries:
SMILES	GSK3A inh	HSF1 activator	GSK3beta inhib	HSF1 inh	HDAC3 inhib	Dyrk1A ADPGlo	AI-2 QS mod	PolyA inhibitor	Platelet DG rel	HSP90 refold inh
COc1cc(S(=O)(=O)N2CCOCC2)c(OC)c(S(=O)(=O)N2CCOCC2)c1	1	5	-2	-3	2	2	13	i	-5	1
O=C(/C=C/c1ccccc1F)c1cccc([N+](=O)[O-])c1	-3	33	2	36	-12	-29	5	i	8	-2
O=C(OCc1ccc(COC(=O)c2cccnc2Cl)cc1)c1cccnc1Cl	0	-4	0	-8	1	6	4	i	-2	-2
CCC(C)NC(=O)c1c(F)c(F)c(F)c(F)c1F (centres undefined)	-3	-6	3	-8	1	4	5	i	-3	-1
COCCNC(=O)/C(C#N)=C/c1c(N2CCCCCC2)nc2c(C)cccn2c1=O	0	3	-4	-1	-4	.	10	i	1	6
O=C(NNC(=S)NC(=O)c1cccs1)c1cccnc1	0	28	4	-5	-8	-1	7	i	-1	0
Cc1ccc(C(=O)N/C(=C\c2ccc(Cl)cc2)C(=O)NCCN2CCOCC2)cc1	-1	-16	-1	1	-4	-6	-2	i	17	0
CCC(Oc1ccccc1)C(=O)Nc1nnc(C)s1 (centres undefined)	-1	2	3	-8	4	-5	26	i	0	1
COc1c(O)cc2c(c1O)C(=O)CC(c1ccccc1)O2 (centres undefined)	.	1	1	14	.	.	1	i	-5	-7
COc1ccc(N(CC(=O)N2CCN(C)CC2)S(=O)(=O)c2ccccc2)cc1OC	-3	-3	-3	-3	-1	9	6	i	-1	2
CCOc1cc(C2C3=C(CCCC3=O)NC3=C2C(=O)CCC3)ccc1OCCO	3	-1	-1	-9	-3	9	6	i	-20	7
Cc1ccc(NCC(=O)c2ccc(C)cc2)cc1	-7	20	0	10	3	-5	-13	i	9	22*
COc1ccc(CN(C(=O)CCC(=O)N2CCCCC2)c2nccs2)cc1OC	0	-12	1	2	-2	0	15	i	3	-2
O=C(N[C@@H](Cc1ccccc1)C(=O)OCC(=O)N1CCOCC1)c1cccs1	-1	4	3	-3	-4	-1	9	i	4	-3
Cc1ccc(S(=O)(=O)N(C)C)cc1NC(=O)CCNC(=O)c1ccccc1Cl	5	-7	2	-1	-2	-1	6	i	5	0
CCOC(=O)c1cc(CC)sc1NC(=O)c1cc(OCC)c(OCC)c(OCC)c1	.	4	10	-5	-6	5	35	i	-3	6
COC(=O)c1ccc(N(C(=O)c2ccco2)C(C(=O)NC2CCCC2)c2ccco2)cc1 (centres undefined)	0	5	6	6	0	-3	4	i	-3	2
Cc1ccc(NC(=O)CNC(=O)c2ccc(Oc3ccccc3)cc2)nc1	1	8	2	3	-3	-2	-21	i	-4	.
CCOc1ccc(C2=C(C=C(C#N)C#N)C(c3ccccc3)c3ccccc3O2)cc1 (centres undefined)	-3	10	-3	6	-10	3	17	i	-2	5
O=C(/C=C/c1ccc(Cl)cc1Cl)Nc1cccc(S(=O)(=O)NC2=NCCCCC2)c1	-3	48	1	26	-6	-8	19	i	16	-4
CSc1ccccc1N=CC1=C(O)CC(C)(C)CC1=O	-2	41	-2	23	11	11	12	i	-5	-3
COc1ccc(S(=O)(=O)N2CC3CCCN3c3cc(C(F)(F)F)ccc32)cc1 (centres undefined)	1	8	-4	7	15	3	11	i	1	-2
CCN1CCN(Cc2ccc(NC(=O)CC3Oc4ccc(C)cc4NC3=O)cc2)CC1 (centres undefined)	6	5	-2	5	-2	13	24	i	3	-3
CCCCC(c1nnnn1CCOC)N1CCN(C)CC1 (centres undefined)	-1	-19	-4	-4	-1	-5	6	i	1	-6
COc1ccc2nc(SCC(=O)N(C)C3CCCCC3)c(C#N)cc2c1	1	17	0	4	0	-13	17	i	-3	5
Cc1ccc(CN2C3=NCCN3c3ccccc32)cc1	-2	-16	-7	-2	5	.	2	i	3	-2
C=CCn1c(SCC(=O)Nc2cc3oc4ccccc4c3cc2OC)nnc1-c1cnccn1	-1	24	4	14	3	1	17	i	-10	-1
Cc1cc(=O)[nH]c(Nc2ccc(N(C)C)cc2)n1	0	-7	-5	-7	0	15	-37	i	10	-6
O=C(CCN1C(=O)/C(=C/c2ccccc2Cl)SC1=S)NNC(=O)c1cccnc1	-1	21	2	2	-6	1	12	i	3	6
O=C(Nc1cccc(S(=O)(=O)Nc2ccc(Cl)cc2)c1)c1ccc2c(c1)OCCO2	0	24	1	7	10	-3	38	i	-2	-6
COc1ccc(CCCNC(=O)CC#N)cc1OC	-1	-16	0	-5	5	-1	20	i	2	-2
Cc1cccc(OCCN2C(=O)C(=O)c3cccc(C)c32)c1	0	-7	2	5	5	2	13	i	14	-2
O=C1c2ccccc2C(O)N1Cc1cccs1 (centres undefined)	2	-18	1	-2	-1	6	1	i	-3	3
Nc1nc(N2CCCCC2)c(C=O)c(N2CCCCC2)n1	-2	-19	2	-7	0	-2	7	i	11	0
CCOC(=O)C1CCCN(Cc2nc(Cc3ccccc3Cl)no2)C1 (centres undefined)	-2	-1	4	3	8	-1	23	i	2	0
OCC1(Cc2ccccc2)CCCN(Cc2ccc(-c3ccco3)cc2)C1 (centres undefined)	-2	-1	1	4	1	.	51	i	-3	2
Cc1ccc(Cn2ccc(NC(=O)c3nc4ncccn4n3)n2)cc1	1	0	-2	2	-9	1	12	i	-10	-1
O=C(NNS(=O)(=O)c1ccc(F)cc1)c1ccc(S(=O)(=O)N2CCCCC2)cc1	.	-6	2	-4	.	0	-11	i	-2	-3
CCOC(=O)N1CCC(NC(=O)C(NS(=O)(=O)c2ccc3c(c2)CCN3C(C)=O)C(C)C)CC1 (centres undefined)	-1	-3	3	3	4	0	4	i	-1	5
COc1ccc(S(=O)(=O)Nc2cccc(N(C)S(C)(=O)=O)c2)cc1C	-2	-25	3	-9	-2	4	16	i	10	4
CC(C)N(Cc1nc(-c2ccc3c(c2)OCO3)no1)CC1CCC(=O)N1 (centres undefined)	1	-6	2	11	-5	-1	8	i	2	1
N#Cc1c(/N=C/c2cccs2)sc2c1CCCCC2	-1	-20	0	-8	8	5	13	i	16	7
COC(=O)c1ccccc1NC(=S)NC(=O)c1ccc2ccccc2c1	-1	15	2	-5	3	0	18	i	0	-3
CCOc1ccc(/C=N/NC(=O)c2cc3c(OC)cc(OC)c(OC)c3[nH]2)cc1	0	11	-2	-3	4	6	15	i	-5	5
CN(C)c1ccnc(N(Cc2ccccc2)Cc2ccccc2)c1C#N	2	.	-3	.	-2	-3	19	i	5	1
C=CCN1C(=O)c2ccc(C(=O)NCCc3ccc(F)cc3)cc2C1=O	-1	6	-1	4	2	6	15	i	-8	-6
CCOCCCNC(=O)c1ccc(CS(=O)(=O)Cc2ccc(C)cc2)o1	10	.	1	.	-2	-7	6	i	8	5
Cc1nc2c(S(=O)(=O)c3ccccc3)cnn2c(C)c1C	.	7	1	2	.	3	9	i	7	4
Cc1c(Cl)c([N+](=O)[O-])nn1CCCC(=O)Nc1cccnc1	.	-3	3	-4	4	11	13	i	3	-1
CN(C1CCCCC1)S(=O)(=O)c1cccc(C#N)c1	0	-5	0	2	-2	-2	17	i	6	1
O=C(CN(Cc1ccc(F)cc1)S(=O)(=O)c1ccccc1)N1CCCCC1	4	5	5	11	-1	4	11	i	2	-1
S=c1[nH]nc(-c2ccccc2Cl)n1/N=C/C=C/c1ccco1	-7	4	1	0	-10	.	-21	i	-1	1
CC(=O)c1cccc(NC(=O)C2CCCN(S(C)(=O)=O)C2)c1 (centres undefined)	1	-1	-8	-2	-1	8	11	i	11	1
CN1CCN(CC(O)COCCOc2ccc(Br)cc2)CC1 (centres undefined)	-1	26	-1	0	8	-7	23	i	5	1
Nc1cc(Cl)ccc1Oc1ccc(Cl)cc1	2	-11	0	-14	0	-8	4	i	-1	-1
Nc1ncnc(Sc2ccc(Cl)cc2)c1[N+](=O)[O-]	-1	14	5	15	2	-7	-15	i	-8	-1
COc1cc(C(=O)NCCNC(=O)c2ccc(C)nc2)cc(OC)c1OC	-2	-17	0	-6	5	1	19	i	-5	-1

These rows are one share of the data; rates above refer to the full screens.
